Screening data (PubChem BioAssay)
PPARg SRC2 recr – promotes SRC-2 coactivator recruitment by human PPARgamma. P37231. PPARgamma LBD-SRC-2 recruitment, biochemical. activation, % at 8 µM. 200,000 tested, 0.34% active. AID 1032; in the data active means activation above about 22%;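 further: 0% = vehicle and 100% = reference agonist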
TLR4-MyD88 BLA – TLR4-MyD88 interaction inhibition in cells. AID 861. 200,000 tested, 0.18% active. O00206+Q99836. HeLa CL3-4 TLR4/MyD88 BLA complementation, FRET ratio. inhibition, % at 8.4 µM; in the data active means inhibition above about 25%;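 further: 0% = vehicle and 100% = reference inhibitor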
STAT1 inh – STAT1 signaling inhibition; AID 920; inhibition, % at 5.5 µM; 200,000 tested, 0.35% active; NIH 3T3 STAT1-luciferase reporter, IFN-gamma, luminescence;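 active means inhibition above a set limit, the mean inhibition across all tested compounds plus 3 SD, cut at about 34% in these data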;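 further: 0% = IFN-gamma with DMSO and 100% = IFN-gamma with 300 µM nifuroxazide; values of inactives mirror those of a sister screen read the other way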
STAT3 blocker – STAT3 signaling inhibition; U3A cells, IL-6 STAT3-luciferase reporter, luminescence; host cell line lacks STAT1; inhibition, % at 5.5 µM; 190,000 tested, 0.89% active; AID 862;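 active means inhibition above the mean inhibition across all screened compounds plus 3 SD, cut at about 44% in these data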;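 further: 0% = DMSO only wells and 100% = 100 µM nifuroxazide control wells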
STAT3 act – STAT3 signaling activation; U3A cells, IL-6 STAT3-luciferase reporter, luminescence; 100% = signal with IL-6 EC80 alone; activation (% of control), % at 5.6 µM; 190,000 tested, 0.91% active; AID 871;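 active means activation above the screen-wide mean of compound activation plus 3 SD, cut at about 130% in these data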;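 further: 0% = background luminescence of wells with medium and substrate only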
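System – human U3A cells carrying STAT3-luciferase construct · Probe or stimulus – Interleukin-6, 33 ng/mL · Schedule – compound 1 h, then IL-6 6 h at 37 °C · Signal – luminescence from STAT3-driven luciferase reporter · Evaluation – percent of IL-6-only median luminescence · Benchmarks – IL-6-only high control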
S1P3 antag – S1P3 (human) receptor antagonism | inhibition, % at 4.98 µM | 170,000 tested, 0.27% active | AID 485 | CHO S1P3 NFAT-BLA reporter, FRET fluorescence, antagonist mode;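 active means inhibition above the plate cutoff, the mean inhibition of test wells on that plate plus 3 SD, cut at about 28% in these data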;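 further: cells challenged with S1P at its EC80 of 0.8 µM; blue over green emission ratio from cleaved BLA substrate after 4 h stimulation; 0% = S1P-stimulated wells and 100% = unstimulated DMSO-only wells; some compounds past the cut are filed as inactive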
Target sequence (Q99500 whole entry, looked up): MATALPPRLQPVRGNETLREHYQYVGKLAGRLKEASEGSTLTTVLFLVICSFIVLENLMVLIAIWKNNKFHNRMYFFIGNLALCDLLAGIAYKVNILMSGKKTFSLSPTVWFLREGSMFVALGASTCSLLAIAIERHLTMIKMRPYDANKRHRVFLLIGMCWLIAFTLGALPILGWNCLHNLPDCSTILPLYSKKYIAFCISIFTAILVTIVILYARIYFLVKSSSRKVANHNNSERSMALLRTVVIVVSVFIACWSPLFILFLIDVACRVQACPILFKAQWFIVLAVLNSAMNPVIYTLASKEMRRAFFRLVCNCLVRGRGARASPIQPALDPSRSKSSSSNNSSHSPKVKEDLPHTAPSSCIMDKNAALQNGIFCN
ROMK primary – human ROMK K+ channel modulation, primary screen; B-score at 10 µM; 130,000 tested, 2% active; Tet-inducible ROMK, thallium flux fluorescence; actives lie on both sides; P48048; AID 1918;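 active means signal ratio slope over the read window, or its plate-corrected B-score, at least 3 SD from the plate mean, either direction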;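 further: B-score of the F/F0 ratio slope over 7 to 12 s after thallium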
Target sequence (P48048 whole entry, looked up): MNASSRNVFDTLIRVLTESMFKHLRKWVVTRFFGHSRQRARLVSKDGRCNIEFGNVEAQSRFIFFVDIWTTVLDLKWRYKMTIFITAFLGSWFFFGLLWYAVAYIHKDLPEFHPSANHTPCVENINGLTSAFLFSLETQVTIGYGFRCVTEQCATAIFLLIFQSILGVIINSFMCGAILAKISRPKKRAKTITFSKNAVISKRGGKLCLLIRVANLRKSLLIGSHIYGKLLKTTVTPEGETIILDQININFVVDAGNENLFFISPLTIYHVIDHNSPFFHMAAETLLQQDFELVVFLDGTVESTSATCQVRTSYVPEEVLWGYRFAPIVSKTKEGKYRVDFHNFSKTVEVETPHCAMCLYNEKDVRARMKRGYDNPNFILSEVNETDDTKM
PPARg SRC-3 ag – agonists of human PPARgamma SRC-3 coactivator recruitment; P37231; biochemical PPARgamma/SRC-3 coactivator recruitment assay; activation, % at 8 µM; 200,000 tested, 0.26% active; in the data active means activation above about 23%;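 further: 0% = DMSO and 100% = reference agonist; some compounds past the cut are filed as inactive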
RAM inhibit – blocks the yeast RAM network; 190,000 tested, 1.8% active; S. cerevisiae dse1pr::URA3 reporter, 5-FOA growth OD615, 2 d; analog-sensitive cbk1-as2 kinase mutant strain; inhibition, % at 50 µM; AID 868;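 active means inhibition above a set limit, 3 SD over mean compound inhibition, cut at about 8.4% in these data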;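 further: 0% = DMSO-only wells with no growth and 100% = 10 µM 1-NA-PP1 full growth; inhibition rescues growth on 5-FOA so higher OD means more RAM inhibition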
TR-FRET SRC-2 ct – TR-FRET artefact, counter-screen to PPARgamma/SRC-2 agonist assay. active compounds read high. TR-FRET ratio at 8 µM. 200,000 tested, 0.4% active; in the data active means TR-FRET ratio above about 2000; further: inactives centre near 1500
PPARg SRC-1 ag – promotes SRC-1 coactivator recruitment by human PPARgamma; activation, % at 8 µM; PPARgamma-SRC-1 coactivator recruitment biochemical assay; 200,000 tested, 0.41% active; AID 631; in the data active means activation above about 19%;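 further: 0% = DMSO and 100% = reference agonist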
Numbers without * were called inactive; x = no result given.

Each structure is followed by: PPARg SRC2 recr	TLR4-MyD88 BLA	STAT1 inh	STAT3 blocker	STAT3 act	S1P3 antag	ROMK primary	PPARg SRC-3 ag	RAM inhibit	TR-FRET SRC-2 ct	PPARg SRC-1 ag
> C=CCn1c2[n+](c3ccccc3c1=O)CCCCC2
→ 2	-9	-5	7	102	-10	-0.015	3	2.7	1591	7
> COc1ccccc1-n1cnc2cc(NS(=O)(=O)c3ccccc3)ccc21
→ -13	6	-8	0	103	-8	x	0	2.3	1416	-7
> Oc1oc(-c2ccco2)nc1C=Nc1cccc(Cl)c1
→ 5	6	2	5	101	x	x	4	5.5	1529	6
> S=C(NCCc1ccccn1)Nc1ccccc1
→ 0	-10	1	14	90	-14	-0.35	-2	2.1	1797	-2
> CCOC(=O)CSc1nncc2ccc(OC)c(OC)c12
→ 2	11	-5	23	87	0	-0.15	5	2.7	1489	0
> Cc1sc(NC(=S)NC(=O)c2ccccc2)c(C#N)c1C
→ -2	8	-7	11	94	x	-0.82	0	x	1433	-5
> O=C1c2ccccc2C2=Nc3ccccc3SC(c3ccccc3F)C12 (stereo unspecified)
→ 6	5	4	14	94	x	-0.86	14	4.5	1564	10
> CCCCOC(=O)Nc1nccs1
→ 15	-3	-7	3	100	-9	0.2	-2	0.2	1752	-2
> Cc1ccc(C)c(S(=O)(=O)NCc2ccc(C(=O)N3CCCCCC3)cc2)c1
→ 5	7	10	25	82	-11	0.57	4	2.1	1326	10
> CCCCn1c(SCC(=O)N2CCC(C)CC2)nc2cc(S(N)(=O)=O)ccc21
→ -2	5	11	-1	104	7	x	5	3.7	1636	-3
> Cc1ccc(O)c(CNn2cnnc2)c1
→ 7	-6	20	10	92	x	x	2	-0.4	1761	6
> CCOC(=O)Cc1c(C)nc2c(C#N)c[nH]n2c1=O
→ 2	-2	-4	3	106	x	x	2	0.7	1533	3
> Cc1cc(C)nc(-n2nc(C)c(Br)c2Nc2ccc(Br)cc2)n1
→ 9	-1	4	7	96	x	x	4	2.1	1540	0
> O=C1CCCc2c1cc(-c1ccccc1)n2-c1ccc(O)cc1
→ 2	-8	2	-3	101	-26	0.77	-3	7.5	1490	0
> Cc1ccc(N2CCCCn3c2nc2c3c(=O)n(CC(=O)O)c(=O)n2C)cc1
→ 5	-3	1	14	95	7	0.48	-1	-0.5	1616	5
> O=C(OCCN1CCCC1)C1(c2ccccc2)CCCC1
→ 3	14	5	-5	110	-8	x	-4	0.1	1473	2
> c1cnc2nc(-c3ccc4c(c3)OCO4)cn2c1
→ 10	-15	-42	11	95	4	-0.085	6	0.6	1759	6
> O=C1C2CC=C(Cl)CC2C(=O)N1CCc1c[nH]c2ccccc12 (stereo unspecified)
→ -2	-1	3	-43	141*	x	-0.35	-2	-0.1	1354	-1
> CN(Cc1ccccc1)S(=O)(=O)c1ccc(Cl)nc1
→ 3	5	3	15	95	x	x	12	1.1	1574	6
> Cc1ccc(-c2csc3ncnc(SCC(=O)Nc4nnc(C)s4)c23)cc1
→ -3	-9	4	-7	111	x	x	-5	4.8	1401	-2
> Cc1ccccc1N(CC(=O)NC(C)(C)C)C(=O)c1ccc(-c2ccccc2)[nH]1
→ 10	-3	-4	10	98	-4	0.36	3	0.1	1635	7
> Cn1ccnc1SCC(=O)c1c[nH]c2ccccc12
→ 2	-3	-18	0	99	4	-0.12	4	0.9	1415	1
> CCN(C(=O)CSc1nnnn1C)c1c(N)n(Cc2ccccc2)c(=O)[nH]c1=O
→ -3	-18	-6	2	103	-16	-0.031	-2	1.6	1499	0
> COC(=O)c1nnn(CC(=O)NC(=O)Nc2ccc(F)cc2)c1C(=O)OC
→ 7	-3	0	-3	100	-4	1.7	-4	-0.4	1551	2
> COc1cccc(NC(=O)Nc2cccc(C(=O)O)c2)c1
→ -2	9	88*	92*	23	3	1.1	-3	0.2	1381	0
> CCN(CC)N=Nc1[nH]nc2nc(C)cc(C)c12
→ -1	-8	-20	10	98	x	0.041	4	-0.4	1414	-7
> NS(=O)(=O)c1ccc(NC(=O)C2Cc3ccccc3C(=O)O2)cc1 (stereo unspecified)
→ 6	-9	-6	16	93	-12	1	1	2.6	1584	7
> Cc1nc(=O)c(-c2ccccc2)c(C)n1-c1ccc(O)cc1
→ 5	-3	-1	8	98	x	0.4	7	1.5	1495	0
> Cc1cc(/C=N/O)c(C)n1-c1cccc(Cl)c1
→ -2	2	-7	-1	105	-13	-0.24	0	1.0	1626	9
> O=C1C=C(NCc2ccc(Cl)cc2)CCC1
→ -2	-18	4	7	99	-9	x	2	-0.6	1668	3
> CC(CCc1ccccc1)NC(=O)COC(=O)c1cccs1 (stereo unspecified)
→ -1	3	-3	0	104	-20	-2.7	-6	1.3	1451	1
> CCOC(=O)c1c(C)c(C(=O)N2CCN(C(=O)c3ccco3)CC2)c(C)n1C
→ 0	-3	2	0	104	4	0.66	-14	-0.1	1719	7
> O=C(Cc1cccs1)Nc1nnc(-c2ccccc2)s1
→ 5	3	-28	5	97	-17	-0.0013	4	5.9	1529	2
> Cc1cccc(/C(N)=N/OC(=O)c2ccco2)c1
→ -1	7	-11	24	82	x	x	-3	-0.6	1503	4
> CN1CCN(C(=O)c2cc(COc3c(F)cccc3F)on2)CC1c1ccccc1 (stereo unspecified)
→ 11	17	-5	-4	105	4	x	0	-1.2	1649	3
> S=C(NCc1ccccn1)Nc1ccc(Cl)cc1
→ 10	-1	4	18	93	x	x	12	-1.2	1675	1
> CC(C)CNC(=O)c1cccc(C(=O)NCC(C)C)c1
→ 11	-4	4	-2	103	14	x	-10	-0.5	1585	0
> CC(C)NC(=O)c1ccccc1-c1ccccc1
→ 4	-6	-3	6	100	x	-1.1	7	3.5	1578	7
> Cc1n[nH]c(C)c1CCC(=O)N/N=C/C=C/c1ccccc1
→ -1	2	9	1	97	-5	1.1	-3	1.9	1520	3
> C/C(=N\Nc1ccc(C(F)(F)F)cn1)c1ccncc1
→ 0	1	-36	16	88	5	-0.93	3	1.8	1516	3
> CCC(C)NC(=O)COC(=O)c1cc([N+](=O)[O-])ccc1Sc1nc(C)cs1 (stereo unspecified)
→ 5	-12	23	4	95	x	0.45	-2	0.0	1485	-1
> Cc1ccc([N+](=O)[O-])cc1NC(=O)C(C)NS(=O)(=O)c1ccc(F)cc1 (stereo unspecified)
→ 9	9	6	5	101	9	0.49	5	2.3	1578	6
> Nc1c(C(=O)N2CCOCC2)sc2nc3c(cc12)CCC3
→ 4	-13	-26	14	90	-17	-0.18	7	0.6	1669	0
> Cc1noc(C)c1S(=O)(=O)N1CCC(C(=O)NCCCN2CC(C)CC(C)C2)CC1 (stereo unspecified)
→ 0	0	4	-3	104	12	-0.18	-2	1.1	1678	2
> Cc1ccc(-n2nnc3c(SCC(=O)N4CCN(c5ccccc5)CC4)ncnc32)cc1
→ 5	-4	7	15	91	x	x	-1	x	1540	-5
> C=CCn1c(SCCC#N)nnc1-c1ccncc1
→ -4	-9	-2	7	98	x	0.1	2	1.7	1721	3
> c1ccc(N2CCN(c3cnccn3)CC2)nc1
→ -6	8	0	18	88	x	x	-2	0.7	1441	0
> Cc1ccc2[nH]c(-c3ccccc3)c(CN3CCN(C)CC3)c(=O)c2c1
→ 10	10	0	-5	105	x	0.077	-7	0.4	1632	6
> COc1ccc(C2SCC(=O)N2c2c(C)n(C)n(-c3ccccc3)c2=O)c(OC)c1 (stereo unspecified)
→ -5	-2	-9	4	99	-29	-0.054	-4	0.9	1478	5
> Nc1cc(=O)[nH]c(SCC(=O)NCC2CCCO2)n1 (stereo unspecified)
→ 0	4	1	0	104	-32	x	5	0.7	1485	3
> Cc1ccc2sc(C)[n+](CCCS(=O)(=O)[O-])c2c1
→ -1	2	1	1	106	12	0.21	-3	0.0	1410	-1
> Cc1c(NC(=S)NCc2ccc(F)cc2)cccc1[N+](=O)[O-]
→ 0	-5	1	6	95	-2	x	4	2.2	1590	4
> CCCC(C)NC(=O)CSc1nc(-c2ccccc2)cn1N (stereo unspecified)
→ -1	0	13	18	89	0	-0.82	3	1.1	1563	4
> CCCCNC(=O)CS(=O)Cc1nc(-c2cccc(C)c2)oc1C (stereo unspecified)
→ -2	-13	-4	8	101	-24	x	7	1.7	1576	8
> O=C(NC1CC1)c1ccc2c3c(cccc13)CC2
→ -2	-5	8	0	99	-5	0.3	-1	2.0	1598	3
> Cn1ncc(Br)c1C(=O)NC1C2CC3CC(C2)CC1C3 (stereo unspecified)
→ -6	4	-2	1	98	-18	-0.77	-4	-1.2	1314	-11
> N#CCCN(C(=O)COC(=O)c1ccc2c(c1)NC(=O)CS2)c1ccc2c(c1)OCCO2
→ -2	-5	-4	5	100	-25	x	1	-0.1	1484	3
> CS(=O)(=O)N(Cc1ccc(Cl)cc1)c1ccc(C(=O)Nc2cccnc2)cc1
→ 7	9	-10	1	103	x	x	0	-0.3	1563	3
> Cc1cccc(NC(=O)Cn2nnc(C(=O)NCc3ccco3)c2N)c1
→ 9	-12	11	11	95	-12	-0.16	3	2.9	1672	5
> O=C(CSc1ncn[nH]1)c1cccc([N+](=O)[O-])c1
→ 12	-5	5	0	98	-14	0.3	0	0.4	1649	7

Continuation.
Each structure is followed by: PPARg SRC2 recr	TLR4-MyD88 BLA	STAT1 inh	STAT3 blocker	STAT3 act	S1P3 antag	ROMK primary	PPARg SRC-3 ag	RAM inhibit	TR-FRET SRC-2 ct	PPARg SRC-1 ag
> C#CCSc1nnc(CSc2nc3ccccc3s2)n1-c1ccccc1
→ 11	4	15	2	100	x	x	19	4.6	1599	5
> COc1ccc(Cl)cc1C(=O)NCC(C)C
→ 7	1	3	6	98	-64	x	-1	-0.8	1701	8
> COc1cc2nc3occc3c(OC)c2cc1OC
→ 9	-4	-2	27	75	6	-1	2	1.2	1579	5
> O=C(CSc1ncnc2nc[nH]c12)c1ccc2ccccc2c1
→ 0	3	5	13	91	x	-0.7	2	4.6	1600	4
> CCC1Oc2ccccc2N(CC(=O)Nc2ccc(OC)cc2OC)C1=O (stereo unspecified)
→ -4	2	-3	-5	108	x	x	-8	3.0	1535	-6
> COc1ccc(-c2csc(NC(=O)c3ccc(S(C)(=O)=O)cc3)n2)cc1
→ 1	-7	-28	21	86	3	1.4	8	1.8	1598	6
> COc1ccccc1CCNC(=O)CSc1nnc2ccc(-c3ccncc3)nn12
→ 7	12	0	6	98	-5	-0.93	2	4.3	1536	7
> CCn1nc(C(=O)OCC(=O)Nc2nc(-c3ccc(OC)cc3)cs2)c2ccccc2c1=O
→ -2	-7	-8	4	100	-13	-0.86	0	3.4	1779	3
> Cc1cc(C(=O)NCc2ccccc2Br)no1
→ 13	-5	2	2	104	-13	x	7	0.2	1647	8
> N#CC1=C(N)S[C@@H](C(=O)c2ccc(F)cc2)[C@@H]1c1cccs1
→ -6	-4	-2	20	85	x	-1.9	2	0.1	1547	5
> COc1ccccc1NC(=O)CSc1nnnn1Cc1ccccc1
→ 2	-2	3	-4	107	8	0.86	13	2.5	1697	-1
